CRFR2-BP antag – blocks CRF-induced signaling of the CRF-BP/CRF-R2 complex; HEK293 CRF-R2/CRF-BP, CRF-induced calcium fluorescence; actives 0.59% (n = 350,000); inhibition, % at 11.8 µM;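 active means inhibition of the ligand-induced calcium signal above about 50% at the single tested concentration, limit read from the data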
IMP-1 inhibitor – inhibitors of Pseudomonas aeruginosa IMP-1 metallo-beta-lactamase | purified IMP-1, nitrocefin hydrolysis, epi-absorbance fluorescence | inhibition, % at 5.6 µM | actives 0.45% (n = 290,000) | AID 1556;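 active means inhibition above the mean plus 3 SD of all compounds in the same screening run, cut at about 4.5% in these data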;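 further: 0% = IMP-1 with DMSO and 100% = DMSO wells lacking enzyme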
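assay system = purified recombinant IMP-1 metallo-beta-lactamase enzyme | schedule = 15 min preincubation plus 25 min reaction at 25 °C | signal = Epi-absorbance fluorescence, 480 nm excitation, 530 nm emission | read-out basis = percent inhibition from optical density relative to buffer-blank wells | controls = IMP-1 with DMSO as 0%, enzyme-free DMSO as 100%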
GalR3 antagonist – human GalR3 antagonism; O60755; HEK293 GalR3-CNG cAMP membrane potential fluorescence; galR3 body fused to GalR1 C-terminus; inhibition, % at 3 µM; actives 0.44% (n = 360,000); AID 651719;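 active means inhibition above the screen-wide average plus 3 SD, cut at about 13% in these data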;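 further: forskolin and galanin both at EC90 stimulate the cells; cAMP rise reported by CNG channel membrane potential dye signal; 0% = forskolin plus galanin with DMSO and 100% = forskolin alone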
IDE act – IDE (human) activation, cell-based; AID 493087; P14735; activation, % at 5.96 µM; HEK cells, FAbeta-B cleavage, fluorescence polarization; 0% vehicle, 100% cell-free pure enzyme wells; actives 0.073% (n = 340,000);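 active means activation above the mean of all tested compounds plus 3 SD, set per screening campaign, cut at about 17% in these data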
Target sequence (P14735 whole entry, looked up): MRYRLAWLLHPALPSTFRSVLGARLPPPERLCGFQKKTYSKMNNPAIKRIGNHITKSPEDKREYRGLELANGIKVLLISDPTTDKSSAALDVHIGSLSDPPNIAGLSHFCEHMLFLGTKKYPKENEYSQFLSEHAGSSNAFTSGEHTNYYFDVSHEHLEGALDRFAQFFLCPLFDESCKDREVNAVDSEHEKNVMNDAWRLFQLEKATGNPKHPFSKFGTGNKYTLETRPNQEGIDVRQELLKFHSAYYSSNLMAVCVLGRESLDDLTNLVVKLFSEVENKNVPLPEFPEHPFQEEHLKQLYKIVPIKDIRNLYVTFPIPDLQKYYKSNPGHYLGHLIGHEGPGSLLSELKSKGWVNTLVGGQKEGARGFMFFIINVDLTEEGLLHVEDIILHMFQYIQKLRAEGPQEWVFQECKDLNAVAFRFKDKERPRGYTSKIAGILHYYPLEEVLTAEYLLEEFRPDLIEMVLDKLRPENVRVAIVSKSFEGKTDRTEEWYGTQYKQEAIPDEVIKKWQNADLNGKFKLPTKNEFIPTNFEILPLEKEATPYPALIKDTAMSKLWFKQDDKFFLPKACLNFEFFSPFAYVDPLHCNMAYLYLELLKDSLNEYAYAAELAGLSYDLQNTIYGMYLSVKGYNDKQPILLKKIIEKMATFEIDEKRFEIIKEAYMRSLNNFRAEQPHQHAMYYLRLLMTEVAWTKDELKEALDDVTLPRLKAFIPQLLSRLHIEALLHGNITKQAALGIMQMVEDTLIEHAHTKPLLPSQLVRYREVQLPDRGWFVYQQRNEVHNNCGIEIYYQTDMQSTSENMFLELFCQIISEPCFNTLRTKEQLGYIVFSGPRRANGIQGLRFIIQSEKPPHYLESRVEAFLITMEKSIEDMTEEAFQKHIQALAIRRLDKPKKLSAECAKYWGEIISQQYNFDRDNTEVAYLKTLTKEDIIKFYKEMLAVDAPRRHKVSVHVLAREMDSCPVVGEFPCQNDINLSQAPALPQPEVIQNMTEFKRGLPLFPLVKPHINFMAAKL
SUMO HTRF inh – inhibitors of human SUMOylation (UBC9); P63279; HTRF SUMOylation assay, SAE1/SAE2 + UBC9, in vitro; inhibition, % at 35 µM; actives 0.36% (n = 290,000); AID 2006; in the data active means inhibition above about 50%, passing the limit was not always enough; further: strong numbers were not always called active
IDE inh – cellular human IDE inhibition | actives 0.41% (n = 320,000) | inhibition, % at 5.59 µM | HEK cells, FAbetaB cleavage, fluorescence polarization | AID 434962;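 active means percent inhibition above the average of all tested compounds plus 3 SD, set per screening campaign, cut at about 16% in these data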;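 further: IDE supplied by intact live HEK cells; FP after avidin binding of uncleaved biotin substrate so inhibition keeps polarization high; 0% = DMSO wells and 100% = 60 µM reference IDE inhibitor Ii1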
HCV NS3 hel inh – inhibitors of Hepatitis C virus NS3 helicase; NS3 helicase DNA unwinding, Cy5 molecular beacon fluorescence; inhibition, % at 10.9 µM; actives 0.56% (n = 290,000); AID 1800;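 active means inhibition above the mean of all tested compounds plus 3 SD, set per campaign, cut at about 35% in these data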;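 further: 0% = DMSO wells and 100% = thioflavine S control wells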
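Measured by: Cy5 fluorescence, 0 and 60 min reads / Assay system: NS3 helicase fragment of HCV / Control set: low DMSO, high thioflavine S at 110 µM / Times: 1 h reaction at 25 °C, ATP-initiated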
VIM-2 inh – blocks Pseudomonas aeruginosa VIM-2 metallo-beta-lactamase; purified VIM-2, nitrocefin hydrolysis, epi-absorbance fluorescence; inhibition, % at 5.6 µM; actives 0.89% (n = 290,000);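 active means inhibition above the mean of all tested compounds plus 3 SD, cutoff set per screening run, cut at about 7.5% in these data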;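 further: red hydrolysis product quenches plate fluorescence so inhibitors raise well fluorescence; 0% = enzyme with DMSO and 100% = DMSO without enzyme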
pCIP destab – p/CIP protein destabilization; Q05BA5; F442A p/CIP-EGFP cells, EGFP fluorescence, 16 h; decrease of EGFP signal, % at 10 µM; actives 0.01% (n = 290,000);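 active means EGFP signal decrease of at least 30% at 10 µM or well 3 SD below plate mean, unless failing retest; inactive means the rest, including hits failing retest or dose response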; further: some compounds called inactive have numbers as strong as hits; many of its hits are not listed in these tables
* = called active by the depositor; . = not tested or not shown.

CRFR2-BP antag,IMP-1 inhibitor,GalR3 antagonist,IDE act,SUMO HTRF inh,IDE inh,HCV NS3 hel inh,VIM-2 inh,pCIP destab,SMILES
-5,.,-2,5,.,-1,.,.,.,CC(C)(C)OC(=O)N[C@@H](C(=O)OC(C)(C)C)c1ccccc1
15,0.9,-3,5,7,0,8,-1.8,-12,Cc1nc2nc[nH]n2c(=O)c1C/C=C/c1ccccc1
-5,-2.7,3,1,11,1,-2,-0.9,-3,COC(=O)C1=C(C)Nc2c(c(=O)n(C)c(=O)n2C)C1c1ccc(Cl)cc1 (centres undefined)
18,-3.1,-6,2,3,0,-11,-4.8,5,Cc1ccc(/C=N/n2c(-c3ccc(Cl)cc3)n[nH]c2=S)o1
-6,-7.7,.,5,10,2,-4,-5.8,4,CCOC(=O)c1c(C)c(C(=O)NCCN2CCOCC2)c(C)n1C
-7,.,-1,1,.,-3,.,.,.,CCC1Nc2ncnc(N3CCCCC3)c2N(Cc2ccc(Br)cc2)C1=O (centres undefined)
-54,-2.5,-9,2,4,-5,-9,-1.5,-11,CC1CCCN(S(=O)(=O)c2ccc(S(=O)(=O)NC(C)c3cccs3)cc2)C1 (centres undefined)
4,1.8,-7,5,10,-1,-11,0.6,12,COc1ccccc1C(=O)N/C(=C\c1cn(C)c2ccccc12)C(=O)NCCCN1CCOCC1
27,-2.1,-1,0,9,0,4,-2.2,1,COc1ccc(C(=O)NC(=S)Nc2ccc3oc(=O)ccc3c2)cc1OC
11,1.8,5,4,1,-6,7,0.6,-1,Cc1cc(C)n(C(CC(=O)N2CCc3ccccc3C2)C(=O)O)n1 (centres undefined)

Overlap with the part before: four compounds, then new ones.
CRFR2-BP antag,IMP-1 inhibitor,GalR3 antagonist,IDE act,SUMO HTRF inh,IDE inh,HCV NS3 hel inh,VIM-2 inh,pCIP destab,SMILES
-54,-2.5,-9,2,4,-5,-9,-1.5,-11,CC1CCCN(S(=O)(=O)c2ccc(S(=O)(=O)NC(C)c3cccs3)cc2)C1 (centres undefined)
4,1.8,-7,5,10,-1,-11,0.6,12,COc1ccccc1C(=O)N/C(=C\c1cn(C)c2ccccc12)C(=O)NCCCN1CCOCC1
27,-2.1,-1,0,9,0,4,-2.2,1,COc1ccc(C(=O)NC(=S)Nc2ccc3oc(=O)ccc3c2)cc1OC
11,1.8,5,4,1,-6,7,0.6,-1,Cc1cc(C)n(C(CC(=O)N2CCc3ccccc3C2)C(=O)O)n1 (centres undefined)
-8,3.7,0,.,33,0,37*,1.7,-5,O=C(CC1SC(=O)N(c2ccccc2)C1=O)Nc1ccc(Br)cc1 (centres undefined)
9,-1.8,-5,3,13,3,2,-2.4,3,COCCNS(=O)(=O)c1ccc(F)c(OC)c1
-8,-1.8,6,6,-9,1,10,-1.0,-4,O=C(NCCc1ccccn1)c1nc(Cn2cc(Br)cn2)no1
5,-0.8,-5,-2,-9,5,3,-3.3,2,COC(=O)CC(c1ccc(C(C)C)cc1)n1cccc1 (centres undefined)
9,0.4,-5,1,16,11,0,-0.1,0,COC(=O)c1ccc(COc2ncnc3c(Cl)cc(Cl)cc23)o1
-3,.,1,4,.,5,.,.,.,Cc1cccc(NC(=O)CNC(=O)Cc2ccc(S(=O)(=O)N3CCOCC3)s2)c1C
1,1.6,-2,5,7,-3,-32,1.2,2,CN(C)CCN(C(=O)c1ccc(C(=O)c2ccccc2)cc1)c1nc2cc3c(cc2s1)OCCO3
-6,-3.6,-9,8,-7,-5,-11,-1.4,-7,Cc1cccc(NC(=O)c2cn(-c3ccccc3)nc2-c2ccccc2)c1
5,-2.4,-8,4,8,-5,7,-0.5,-5,O=C(Cn1nc([N+](=O)[O-])nc1Br)NC1CCCCC1
13,-0.9,0,-2,8,2,0,-0.7,4,CCN(CC)CCOC(=O)c1ccc(NC(=O)CCNC(=O)Cn2ccc3ccccc3c2=O)cc1

Other structures follow.
CRFR2-BP antag,IMP-1 inhibitor,GalR3 antagonist,IDE act,SUMO HTRF inh,IDE inh,HCV NS3 hel inh,VIM-2 inh,pCIP destab,SMILES
21,-2.9,-6,12,-3,4,-3,-2.5,7,CN(Cc1ccccc1)C(=O)C1CCCN(Cc2ccc(Cl)cc2)C1 (centres undefined)
4,.,-3,0,5,-2,.,.,-10,CCOC(=O)CN1C(=O)N(CC)C(C)=C(C(=O)OC)[C@@H]1c1ccccc1
-3,-2.2,-4,0,10,-1,2,-3.2,-3,CCCCS(=O)(=O)NC1=NCN(Cc2ccco2)CN1
9,-2.0,-2,4,3,-3,10,-1.1,-7,COC(=O)C1(C(=O)OC)NOC2C(=O)N(c3ccc(Cl)cc3Cl)C(=O)C21 (centres undefined)
7,-4.0,-1,8,28,1,9,-8.6,-12,Cc1ccc2ncc(NC(=O)c3ccc(F)cc3)c(=O)n2c1
-1,-2.7,-5,3,4,-2,2,-1.8,-6,CCc1ccc(N/C(SCc2ccccc2C)=C(/C#N)C(=O)NCc2ccco2)cc1
-28,-2.7,-5,2,24,6,-12,-0.2,-13,C[n+]1ccc(/C=C/c2cccs2)cc1
3,-4.1,2,5,-9,-5,5,-3.0,-9,Cc1[nH]nc2c1C(=O)CC(C)(C)C2
11,-2.7,2,2,-9,1,1,-0.6,1,O=C(CN1C(=O)COc2ccccc2C1=O)c1ccc2c(c1)OCCO2
-5,-1.4,-7,4,-5,3,17,-0.1,9,COc1cccc(C(=O)CC(C(=O)O)c2ccc(Cl)cc2)c1 (centres undefined)

Continued.
CRFR2-BP antag,IMP-1 inhibitor,GalR3 antagonist,IDE act,SUMO HTRF inh,IDE inh,HCV NS3 hel inh,VIM-2 inh,pCIP destab,SMILES
20,-4.5,-2,0,-22,6,3,-1.6,-3,Cc1c(C#N)c(O)n(CCO)c(=O)c1N=Nc1ccc(S(N)(=O)=O)cc1
-1,-1.6,-3,5,8,-3,-32,-5.1,1,CCC(C(=O)OCC(=O)Nc1cc(OC)ccc1OC)c1ccccc1 (centres undefined)
5,-3.0,-1,4,-1,4,-15,-3.8,-11,CC1Cc2ccccc2N1S(=O)(=O)c1cccc(C(=O)N2CCN(c3ncccn3)CC2)c1 (centres undefined)
32,-0.8,-6,-4,9,4,-3,-2.0,-3,COc1ccc(C(=O)C2CC2c2ccc3c(c2)OCO3)cc1 (centres undefined)
29,-1.1,.,6,11,-4,-6,-1.4,-9,O=C(CNS(=O)(=O)c1ccc(Br)s1)NCc1ccc2c(c1)OCO2
2,-1.3,-2,4,2,2,3,-3.0,0,COc1cc2nc(C3CCC3)n(NC(=O)C3CCC3)c(=O)c2cc1OC
11,.,-4,4,.,6,.,.,.,CCCCn1c(N)c(N(Cc2ccccc2OC)C(=O)COc2ccc(C)cc2)c(=O)[nH]c1=O
.,-1.9,.,.,0,-16,-10,-1.8,-6,CCn1c(C)nc2cc(C(=O)N=Nc3c(O)[nH]c4ccccc34)ccc21
-21,-2.6,11,7,1,5,4,-1.4,3,COCc1cccc(NC(=O)Cc2cccc3ccccc23)c1
20,-2.7,0,-1,-4,1,-8,-2.3,-5,CCOC(=O)CNC(=S)N(Cc1cccs1)C1CCCC1

New compounds follow:
CRFR2-BP antag,IMP-1 inhibitor,GalR3 antagonist,IDE act,SUMO HTRF inh,IDE inh,HCV NS3 hel inh,VIM-2 inh,pCIP destab,SMILES
-11,0.1,3,5,-35,-1,-2,3.0,4,Cc1cc(C)c(C#N)c(Oc2ccc(O)cc2)n1
3,-0.5,-2,-2,1,-1,1,2.3,-7,CCc1nc(SCC(=O)c2cccc([N+](=O)[O-])c2)n[nH]1
1,-3.6,-14,1,-11,2,-7,-2.2,-1,CC1=CC(C)(C)N(C(=O)CSc2nnc(-c3ccccc3)o2)c2ccc(C)cc21
-9,0.3,-3,2,-1,0,1,-1.8,-4,COc1cc(/C=N/NC(=O)Cc2ccccc2)cc(OC)c1OC
-4,.,-7,5,.,-2,.,.,.,COc1cc(NC(=O)c2c(-c3ccccc3Cl)noc2C)c2ncccc2c1
49,-1.6,-5,1,47,-1,21,-1.6,-7,COc1ccc(/C=C2/SC(=O)N(CCCCCC(=O)Nc3ccccc3C(=O)O)C2=S)cc1
6,-0.6,0,2,11,0,-1,-1.4,5,CCCOc1ccc(C(=O)Nc2c[nH]c(=O)[nH]c2=O)cc1
13,1.8,1,6,-6,-2,-3,-0.3,-6,CCOc1ccc(CCNC(=O)C2CCN(S(=O)(=O)N3CCCCC3)CC2)cc1OCC
0,-0.6,-3,4,15,1,7,-2.9,-8,Cc1ccc(C)n1-c1ccc(C(=O)NN=C2CCCC2)cc1
7,-0.4,0,-3,-6,0,5,-3.3,-3,COc1cc(NC(=O)Cc2ccccc2OC)cc(OC)c1

Next part:
CRFR2-BP antag,IMP-1 inhibitor,GalR3 antagonist,IDE act,SUMO HTRF inh,IDE inh,HCV NS3 hel inh,VIM-2 inh,pCIP destab,SMILES
-3,.,2,5,.,-3,.,.,.,CCN(CC(=O)Nc1ccc2c(c1)OCCO2)C(=O)C1CC(=O)N(c2ccc(OC)cc2OC)C1 (centres undefined)
16,-0.5,-2,-1,3,5,-8,-1.2,-12,Cc1ccc(Cn2cnc3c(cnn3C(C)(C)C)c2=O)cc1
16,.,-4,4,.,0,.,.,.,O=C(CN1c2cccc3cccc(c23)S1(=O)=O)NCCc1ccc(F)cc1
0,-4.3,-3,6,12,-2,-5,-2.7,-13,O=C(NCc1ccc2c(c1)OCO2)C1CCN(c2nccc(C(F)(F)F)n2)CC1
-18,-3.1,0,7,-1,1,-8,-1.8,-14,CC(=O)Oc1cccc2c1C(=O)c1c(OC(C)=O)cc(C(=O)O)cc1C2=O
-62,-1.7,-5,3,-6,4,-26,1.5,3,Cc1ccc2nc(-c3ccc(NS(C)(=O)=O)cc3)cc(-c3ccccc3)c2c1
1,-3.5,-3,2,1,5,-96,-3.6,-1,Cc1ccc(-c2csc(N3CCN(c4cc5c(cc4Cl)nc(C)n5CCN4CCCCC4)CC3)n2)cc1
-6,-2.5,-2,4,16,4,-3,-0.6,2,CCOc1cc(NC(=S)NCC(C)C)c(OCC)cc1NC(=O)c1cccs1
17,-2.2,2,1,-7,2,-2,-3.9,-2,O=[N+]([O-])c1ccc(N2CCN(S(=O)(=O)c3ccccc3[N+](=O)[O-])CC2)cc1NCc1cccnc1

Screening results deposited in PubChem by several laboratories.
